Screening data deposited in PubChem BioAssay by several laboratories.
SF-1 act = activates the human nuclear receptor SF-1; Q13285; CHO-K1 Gal4-SF-1 LBD luciferase reporter; % increase over DMSO SF-1-specific signal; activation, % at 10 µM; hit rate 1.9% among 65,000;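 active means activation above the mean activation of all tested compounds plus 3 SD, cut at about 50% in these data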
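Compound – one dose, 10 µM compound, 1% DMSO · Test system – transient Gal4-SF-1 LBD reporter, CHO-K1 · Input – 4,000 cells in each well · Read-out basis – percent activation relative to DMSO median and mock-transfected background · Replicates – single measurement per compound · Technique – steady-glow luciferase luminescence, read after 15 min reagent incubation · Timing – 20 h compound treatment, 37 °C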
MMP13 inh = inhibitors of human MMP13 | P45452 | MMP-13 fTHP FRET cleavage, Mca fluorescence | AID 570 | inhibition, % at 4 µM | hit rate 0.07% among 65,000;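 active means inhibition above the mean of compound-free control plate wells plus 3 SD, cut at about 14% in these data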;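 further: 0% = DMSO wells and 100% = wells with reference MMP-13 inhibitor after basal subtraction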
5HT1a antag = blocks the human serotonin 5-HT1a receptor | P08908 | CHO 5-HT1a Ga15 NFAT-bla reporter, antagonist mode | inhibition, % at 10 µM | hit rate 0.68% among 62,000 | AID 612;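 active means inhibition above the mean of all tested compounds plus 3 SD, cut at about 43% in these data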;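 further: receptor stimulated by 5-CT agonist at 100 nM near EC80; beta-lactamase reporter measured by ratiometric fluorescence of a cleavable substrate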
Target sequence (P08908 whole entry, looked up): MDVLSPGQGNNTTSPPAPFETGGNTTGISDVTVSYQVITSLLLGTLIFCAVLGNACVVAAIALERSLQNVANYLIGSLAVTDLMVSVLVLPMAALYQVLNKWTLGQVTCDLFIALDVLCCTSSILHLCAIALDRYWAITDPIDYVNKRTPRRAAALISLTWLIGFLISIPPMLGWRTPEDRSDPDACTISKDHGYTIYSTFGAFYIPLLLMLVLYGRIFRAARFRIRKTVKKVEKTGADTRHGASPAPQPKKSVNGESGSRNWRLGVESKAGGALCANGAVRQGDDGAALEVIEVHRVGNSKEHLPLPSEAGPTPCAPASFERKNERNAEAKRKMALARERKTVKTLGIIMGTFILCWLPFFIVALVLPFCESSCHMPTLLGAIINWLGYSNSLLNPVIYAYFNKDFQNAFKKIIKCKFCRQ
HTR1A agonist = 5-HT1a (human) receptor agonism. hit rate 0.56% among 65,000. CHO 5-HT1a Ga15 NFAT-bla reporter, FRET ratio; 0% basal, 100% maximal reference agonist. activation, % at 10 µM. P08908;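 active means activation above the screen-wide mean activation plus 3 SD, cut at about 19% in these data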;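 further: 0% = DMSO wells and 100% = 5-CT at EC100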
RORa activator = activators of human nuclear receptor RORA | CHO-K1 Gal4-RORA LBD luciferase reporter, luminescence; percent increase over mock-subtracted basal signal | hit rate 1.5% among 65,000 | activation, % at 10 µM | AID 560;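 active means activation above the mean of all tested compounds plus 3 SD, cut at about 49% in these data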;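 further: 0% = DMSO-treated RORA cells and 100% = added signal equal to DMSO minus mock-transfected cells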
NADH enzymes = inhibition of NAD/NADH coupling enzymes, library profiling | hit rate 0.02% among 65,000 | AID 774 | coupled PK/LDH NADH assays, four targets | IC50, µM (doses to about 10 µM), for the others: at the highest dose inhibition;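 active means single-dose screening hits from any of four coupled enzyme assays that gave an IC50 when retested across doses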;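 further: the DPM-DC format reads NADH fluorescence rather than 340 nm absorbance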
Fluor 339 460 = intrinsic fluorescence of library compounds, ex339/em460 – biochemical, MLSMR library, data from DPM-DC assay, artefact control, profiling panel; compound autofluorescence, ex339/em460 nm, NADH buffer; active compounds read high; 1 = no-compound wells, NADH background; fluorescence fold increase at 10 µM; hit rate 5.5% among 65,000; AID 709;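 active means at 10 µM, mean starting fluorescence two-fold or more over control wells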;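 further: signal is the first read of a kinetic run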
Abs 340nm = compounds absorbing at 340 nm; AID 708; 65,000 tested, under 10 active; compound absorbance at 340 nm, fold over control; fold change at 10 µM;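 active means at 10 µM dose, initial 340 nm absorbance at least 2 fold that of control wells; inactive means change under 2 fold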;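 further: initial absorbance extrapolated from kinetic A340 decline of NADH oxidation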
TNAP act DEA = activators of human TNAP at intermediate phosphate acceptor; activation factor at 20 µM; purified TNAP, CDP-star luminescence, 100 mM DEA, 30 min; active compounds read high; scale: 0 levamisole-inhibited, 1 vehicle-only enzyme; 64,000 tested, under 10 active;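 active means activation factor of at least 2 at 20 µM, relative to controls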
Target sequence (P05186 whole entry, looked up): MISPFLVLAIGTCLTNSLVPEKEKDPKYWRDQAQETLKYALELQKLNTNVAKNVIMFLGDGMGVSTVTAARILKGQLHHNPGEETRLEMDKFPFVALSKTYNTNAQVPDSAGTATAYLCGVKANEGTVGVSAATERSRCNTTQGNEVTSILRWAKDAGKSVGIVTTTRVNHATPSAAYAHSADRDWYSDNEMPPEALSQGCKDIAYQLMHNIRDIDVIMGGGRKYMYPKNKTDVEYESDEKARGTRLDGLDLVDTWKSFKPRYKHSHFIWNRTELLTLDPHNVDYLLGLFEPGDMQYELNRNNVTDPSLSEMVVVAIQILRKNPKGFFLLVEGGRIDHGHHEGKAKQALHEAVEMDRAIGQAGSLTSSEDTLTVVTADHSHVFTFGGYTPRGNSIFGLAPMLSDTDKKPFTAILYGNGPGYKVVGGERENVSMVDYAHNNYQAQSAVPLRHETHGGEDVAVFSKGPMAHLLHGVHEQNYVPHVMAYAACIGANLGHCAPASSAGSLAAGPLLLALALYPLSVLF
Active calls of the source: *; · = no result given; [ ] = remark or other dose. No enrichment for hits; overall some 8.9% were active at least once.

nr | canonical_smiles | SF-1 act | MMP13 inh | 5HT1a antag | HTR1A agonist | RORa activator | NADH enzymes | Fluor 339 460 | Abs 340nm | TNAP act DEA
1 | CCc1ccc(N2CC(C(=O)Nc3cc(C)ccc3F)CC2=O)cc1 (configuration not stated) | -12 | 6 | 13 | 0.2 | -19 | 4% | 1.1 | 1 | 0.9
2 | COCc1[nH]nc2c1C(c1c(F)cccc1Cl)C(C#N)=C(N)O2 (configuration not stated) | -4 | 3 | 5 | -1.5 | -1 | 6% | 1 | 0.99 | 0.9
3 | COc1cc2nc(SCC(=O)NCCc3ccccc3)n(Cc3ccco3)c(=O)c2cc1OC | -1 | 3 | 16 | 2.0 | 4 | 7% | 1.1 | 1 | 0.9
4 | CCCN(CCC)S(=O)(=O)c1ccc2c(c1)CCCN2C(C)=O | 2 | -2 | 16 | -5.0 | -6 | 7% | 1.1 | 0.98 | 1
5 | CC(=O)NC1=NC(=O)/C(=C/N2CCCCC2)S1 | -2 | 0 | 14 | -1.5 | 12 | 6% | 1.1 | 1 | 0.8
6 | CCN1C(=O)c2c(C)nc3ccccc3c2C1=O | -10 | 2 | 11 | -0.8 | -11 | 2% | 1.1 | 1 | 1
7 | CCc1ccc(N/C(SC)=C(/C#N)C(N)=O)cc1 | -2 | 6 | 22 | -0.2 | -27 | 1% | 1.1 | 1.1 | 0.9
8 | O=C(CSCSCC(=O)NCC1CCCO1)NCC1CCCO1 (configuration not stated) | -6 | -7 | -15 | 2.2 | -6 | 5% | 1.1 | 1 | 0.9
9 | Nc1nnc(-c2ccccc2)c(-c2ccccc2)n1 | -7 | 4 | -10 | -0.5 | -7 | 3% | 1 | 1 | 0.8
10 | CC(C)(C)NC(=O)c1ccc(COc2ccccc2Br)o1 | -10 | 5 | 8 | -2.5 | -3 | 1% | 1.1 | 1 | 1
11 | CC(C)N(Cc1nc(-c2ccccc2)no1)C(=O)CN(C)S(=O)(=O)c1ccccc1 | -11 | -1 | 4 | -1.3 | -5 | 7% | 1.1 | 1 | 0.9
12 | Cn1nnnc1SCc1csc(Nc2ccccc2)n1 | 33 | -2 | 12 | -2.5 | 42 | 7% | 1.1 | 1 | 0.9
13 | COC(=O)C(C)Sc1ccc2nnc(-c3ccc(F)cc3)n2n1 (configuration not stated) | 1 | -16 | 9 | 1.1 | 11 | 10% | 1.9 | 1.1 | 0.9
14 | COCCNc1cc(C)nc2ccccc12 | 0 | 2 | 2 | -2.4 | -11 | 4% | 1 | 1.1 | 0.9
15 | Cc1cc2c(nn1)CCc1nonc1-2 | 18 | -1 | -1 | -0.8 | -2 | 0% | 1.1 | 1.1 | 1
16 | O=C(Cn1ncc2c(=O)oc3ccccc3c21)N1CCN(C(=O)c2ccco2)CC1 | -8 | -1 | -3 | -1.9 | -9 | 5% | 1.2 | 0.99 | 1
17 | CN(C)c1ccc(C=NCC2(O)CCOC(C)(C)C2)cc1 (configuration not stated) | 3 | 1 | · | -0.8 | -17 | 3% | 1 | 1.1 | 0.9
18 | CCSc1nc2cc(C(=O)OC)ccc2c(=O)n1CC | 9 | 0 | 2 | -1.5 | 2 | 5% | 1.3 | 1 | ·
19 | COc1ccccc1-c1nnc(NC(=O)OCC(C)C)s1 | 9 | -16 | 14 | 0.0 | 6 | 9% | 1.4 | 1 | 0.9
20 | C=CCSc1nc2c(c(=O)[nH]c(=O)n2C)n1C/C=C(/C)Cl | -14 | -1 | -5 | 0.9 | 0 | 8% | 1.1 | 1 | 0.9
21 | CCOc1cccc(C2C(C(=O)c3ccc(C)o3)=C(O)C(=O)N2Cc2ccncc2)c1 (configuration not stated) | 7 | 1 | 8 | -0.5 | 28 | 6% | 1.1 | 1.1 | 0.9
22 | Cc1ccn(CCSCC(=O)O)n1 | -15 | 2 | 5 | -2.3 | 8 | 8% | 1.1 | 1 | 0.9
23 | Cc1ccc(CNC(=O)C(OC(=O)c2ccco2)C(C)C)cc1 (configuration not stated) | 1 | -3 | 6 | 1.0 | -8 | 4% | 1.1 | 0.97 | 0.9
24 | O=C(c1cc(-c2cccs2)on1)N1CCN(c2ccccc2)CC1 | -2 | 3 | 4 | -5.0 | 13 | 4% | 1.1 | 0.97 | 0.9
25 | CC(C)(C)OC(=O)NCCCC(CCCNC(=O)OC(C)(C)C)C(=O)O | -13 | 0 | 2 | -0.3 | -6 | 9% | 0.78 | 1 | 1

Along the list, from the results shown:
5HT1a antag for entries 4–10 → 16, 14, 11, 22, -15, -10, 8
RORa activator for entries 4–10 → -6, 12, -11, -27, -6, -7, -3
MMP13 inh for entries 4–10 → -2, 0, 2, 6, -7, 4, 5

Next section:
nr | canonical_smiles | SF-1 act | MMP13 inh | 5HT1a antag | HTR1A agonist | RORa activator | NADH enzymes | Fluor 339 460 | Abs 340nm | TNAP act DEA
26 | COC(=O)C(C)NS(=O)(=O)c1ccc(NC(C)=O)cc1 (configuration not stated) | -3 | 2 | 3 | -0.2 | -16 | 5% | 1.1 | 0.99 | 1
27 | O=C(OCn1cncn1)c1ccc(Cl)cc1Cl | -17 | 3 | -2 | -2.3 | -8 | 4% | 1.1 | 1 | 0.9
28 | O=C(CSCc1ccco1)c1cccs1 | 44 | -5 | 4 | -3.0 | 37 | 5% | 1 | 1 | 1
29 | N#Cc1cn(CC(=O)N2CCCC2)c2ccccc12 | 1 | -3 | 4 | -1.2 | 12 | 3% | 1.2 | 0.98 | 1
30 | CCOC(=O)c1cc(-c2ccco2)nc2c1c(C)nn2CCC#N | -3 | -57[fluorescence artefact?] | 23 | -0.2 | -2 | 2%[fluoresces] | 2.4* | 1 | 0.9
31 | Clc1ccc(OCc2nn3c(-c4ccco4)nnc3s2)cc1 | -14 | 6 | -7 | -6.6 | 2 | 5% | 1.1 | 1.1 | 0.9
32 | CCN1CCN(Cc2nc3c(c(=O)n(C)c(=O)n3C)n2C(C)C(C)=O)CC1 (configuration not stated) | -6 | 1 | -10 | 0.3 | -5 | 3% | 1.1 | 1 | 0.9
33 | O=c1[nH]cnc2scc(-c3ccc(F)cc3)c12 | -12 | 7 | -5 | -2.9 | -15 | 4% | 1.1 | 1 | 0.9
34 | Cn1c(C(=O)N2CCN(c3ncccn3)CC2)cc2c(=O)n(C)c3ccccc3c21 | 1 | 0 | 3 | 1.6 | 20 | 6% | 0.97 | 1.1 | 1
35 | COc1ccccc1Cc1nc(-c2ccc(C)cc2)no1 | 16 | 11 | -3 | -3.5 | -7 | 1% | 1.1 | 1 | 0.9
36 | CC(=O)N(C(C)=O)c1c(N2CCOCC2)c2ccccc2oc1=O | -12 | 5 | -5 | -5.5 | 1 | 2% | 1.1 | 1.1 | 0.9
37 | CCN(CC)CCCNC(=O)C1CCN(C(=O)c2cc3sccc3n2Cc2ccc(F)cc2)CC1 | 38 | -2 | -3 | -3.5 | -8 | 6% | 1.1 | 0.98 | 1
38 | CCCc1nc(NC2CCCCC2)c(C#N)c2c1COC(C)(C)C2 | 3 | -16 | · | 4.4 | 12 | 4% | 1.6 | 1 | 0.9
39 | O=C(c1ccco1)N1CCN(CC(=O)N(C2CCCCC2)C2CCS(=O)(=O)C2)CC1 (configuration not stated) | -8 | 4 | 3 | -3.9 | 9 | 3% | 1 | 0.99 | 0.9
40 | COc1cc(C2C(C(=O)c3ccc(C)o3)=C(O)C(=O)N2Cc2cccnc2)ccc1O (configuration not stated) | -10 | 0 | -6 | 0.2 | 4 | 3% | 1 | 1.1 | 0.9
41 | CCOc1ccc(NC(=O)CCN2CCN(c3ccccc3)CC2)cc1 | 4 | 8 | 68* | 3.4 | 9 | 2% | 1 | 1.1 | 0.9
42 | CS(=O)(=O)Nc1ccc(C(=O)NCCc2ccccc2)cc1 | 20 | 5 | 0 | -3.8 | 26 | 2% | 1.1 | 1 | 0.9
43 | O=C(c1ccc2c(c1)[nH]c(=S)n1c3ccccc3nc21)N1CCN(c2ncccn2)CC1 | -12 | -7 | -16 | 0.9 | 19 | 4% | 1.1 | 1 | 1
44 | CC(=O)Nc1cccc(NC(=O)CCn2c(=O)sc3ccccc32)c1 | 16 | 2 | -1 | -3.6 | -9 | 4% | 1.1 | 1 | 0.9
45 | CCCOc1ccc(N2C(=O)CC(NCCNc3ccc(S(=O)(=O)CC)cc3)C2=O)cc1 (configuration not stated) | -12 | 0 | -15 | 1.2 | -1 | 3% | 1.1 | 1.1 | 1
46 | Cc1cc(/C=N/n2cnnc2)c(C)n1-c1ccc2ncccc2c1 | -2 | -12 | -14 | 0.1 | 16 | 1% | 1.1 | 1.1 | 0.9
47 | CCCCCc1c(C)nc(N2CCc3ccccc3C2)[nH]c1=O | -5 | 5 | 4 | -1.4 | -17 | 3% | 1.1 | 1.1 | 1
48 | COc1ccc(OC)c(S(=O)(=O)n2cnc3cc(C)c(C)cc32)c1 | -29 | 2 | 11 | -2.5 | 3 | 2% | 1.1 | 1 | 0.8
49 | CCSc1nnc(C)c2ccccc12 | -12 | -1 | -1 | -5.1 | -16 | 2% | 1.1 | 1 | 1.1

5 entries drawn at random from the list so far, as already listed:
nr | canonical_smiles | SF-1 act | MMP13 inh | 5HT1a antag | HTR1A agonist | RORa activator | NADH enzymes | Fluor 339 460 | Abs 340nm | TNAP act DEA
32 | CCN1CCN(Cc2nc3c(c(=O)n(C)c(=O)n3C)n2C(C)C(C)=O)CC1 (configuration not stated) | -6 | 1 | -10 | 0.3 | -5 | 3% | 1.1 | 1 | 0.9
36 | CC(=O)N(C(C)=O)c1c(N2CCOCC2)c2ccccc2oc1=O | -12 | 5 | -5 | -5.5 | 1 | 2% | 1.1 | 1.1 | 0.9
33 | O=c1[nH]cnc2scc(-c3ccc(F)cc3)c12 | -12 | 7 | -5 | -2.9 | -15 | 4% | 1.1 | 1 | 0.9
41 | CCOc1ccc(NC(=O)CCN2CCN(c3ccccc3)CC2)cc1 | 4 | 8 | 68* | 3.4 | 9 | 2% | 1 | 1.1 | 0.9
30 | CCOC(=O)c1cc(-c2ccco2)nc2c1c(C)nn2CCC#N | -3 | -57[fluorescence artefact?] | 23 | -0.2 | -2 | 2%[fluoresces] | 2.4* | 1 | 0.9

Sorted by SMILES length (smallest number first): 6 of the compounds above
nr | canonical_smiles | SF-1 act | MMP13 inh | 5HT1a antag | HTR1A agonist | RORa activator | NADH enzymes | Fluor 339 460 | Abs 340nm | TNAP act DEA
33 | O=c1[nH]cnc2scc(-c3ccc(F)cc3)c12 | -12 | 7 | -5 | -2.9 | -15 | 4% | 1.1 | 1 | 0.9
26 | COC(=O)C(C)NS(=O)(=O)c1ccc(NC(C)=O)cc1 (configuration not stated) | -3 | 2 | 3 | -0.2 | -16 | 5% | 1.1 | 0.99 | 1
30 | CCOC(=O)c1cc(-c2ccco2)nc2c1c(C)nn2CCC#N | -3 | -57[fluorescence artefact?] | 23 | -0.2 | -2 | 2%[fluoresces] | 2.4* | 1 | 0.9
34 | Cn1c(C(=O)N2CCN(c3ncccn3)CC2)cc2c(=O)n(C)c3ccccc3c21 | 1 | 0 | 3 | 1.6 | 20 | 6% | 0.97 | 1.1 | 1
40 | COc1cc(C2C(C(=O)c3ccc(C)o3)=C(O)C(=O)N2Cc2cccnc2)ccc1O (configuration not stated) | -10 | 0 | -6 | 0.2 | 4 | 3% | 1 | 1.1 | 0.9
43 | O=C(c1ccc2c(c1)[nH]c(=S)n1c3ccccc3nc21)N1CCN(c2ncccn2)CC1 | -12 | -7 | -16 | 0.9 | 19 | 4% | 1.1 | 1 | 1
